Compound activity (PubChem BioAssay)
BB579 growth dn: reduces growth of yeast BB579 in restrictive medium; S. cerevisiae BB579 growth, OD615, 48 h; AID 804; inhibition, % at 10 µM; 0.51% of 140,000 active;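 active = inhibition above a set limit, 3 SD over the mean compound inhibition, cut at about 44% in these data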; note: inactives centre near -24
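System: Saccharomyces cerevisiae DeaD strain BB579, replicative lifespan model yeast | Buffer or medium: Restrictive glucose-based CSMM-D medium | Times: 4 h preincubation and 48 h exposure at 30 °C | Detection: OD615 turbidity measurement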
Phagocyt inh: macrophage phagocytosis inhibition | J774A.1 macrophage IgG-bead phagocytosis, imaging | inhibition, % at 5 µM | 0.07% of 110,000 active | AID 1029;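 active = inhibition above the mean of the plate negative controls plus 5 SD, cut at about 13% in these data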;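 note: phagocytic index as fraction of beads internalized from green versus red external bead signal; plate controls were DMSO negative control for no effect and cytochalasin-D positive control for full effect; some results beyond the cut were filed as inactive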
Measles CPE: protection of cells from measles virus; Measles virus-infected cells, CPE protection, absorbance; protection (pct of control), % at 4 µM; 1.5% of 140,000 active; in the data active = protection mostly above about 24%, no sharp cut-off; inactive = mostly below about 26%; note: some compounds called inactive have numbers as strong as hits
HCT116 PTEN-null: growth suppressors of cells with PTEN tumor suppressor deletion; HCT116 PTEN-null viability, CellTiter-Glo, 60 h; stronger effect = lower value; viability, % at 10 µM; 1.2% of 140,000 active; AID 827;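 active = viability at or below a set limit, 4 SD under the median of all tested compounds, cut at about 3.7% in these data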;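 note: PTEN knockout HCT116 line with beta catenin targeted HCT116 as companion control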
MRP1 act: activates MRP-1; H69AR cells + doxorubicin, viability rescue, CellTiter-Glo; viability increase, % at 10 µM; AID 799; 0.61% of 140,000 active;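 active = viability gain under doxorubicin at or above a set limit, the compound median plus 3 SD, cut at about 4.7% in these data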;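 note: MRP-1 overexpressing cells given doxorubicin 25 µM after compound pretreatment; 18-22 h compound pretreatment then 72 h with doxorubicin before readout; 0% = doxorubicin-only wells and 100% = vehicle-treated cells without doxorubicin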
Yeast lifespan up: yeast lifespan extension; inhibition of the nicotinamide effect, % at 10 µM; 0.68% of 130,000 active; AID 775; S. cerevisiae growth with nicotinamide, OD615; deaD strain in restrictive glucose medium;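 active = inhibition above a set limit, placed 3 SD over the median of all compounds, cut at about 26% in these data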;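 note: 0% = nicotinamide-treated wells and 100% = cells grown without nicotinamide; some compounds called inactive have numbers as strong as hits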
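assay system = DeaD-strain S. cerevisiae | measured by = absorbance at 615 nm | probe or stimulus = nicotinamide 1.5 mM | buffer or medium = CSMM-D glucose medium, restrictive | times = 48 h at 30 °C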
HCT116 bCat-KO: beta-catenin-lacking colon tumor cell growth suppression. HCT116 beta-catenin knockout viability, CellTiter-Glo, 60 h; stronger effect = lower value. viability, % at 10 µM. 1.5% of 140,000 active;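 active = viability at or under a set limit, the compound median less 4 SD, cut at about 6% in these data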;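 note: 0% = Hyamine 1622 control at 20 µM and 100% = untreated cell control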
GALR2 blocker: GALR2 (human) receptor antagonism; inhibition, % at 4 µM; 0.39% of 140,000 active; AID 828; O43603; GALR2-expressing cells, antagonist mode; in the data active = inhibition above about 27%;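 note: cells stimulated with galanin 1-16 at roughly its EC80; 0% = agonist challenge control and 100% = basal control without agonist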
Target sequence (O43603 whole entry, looked up): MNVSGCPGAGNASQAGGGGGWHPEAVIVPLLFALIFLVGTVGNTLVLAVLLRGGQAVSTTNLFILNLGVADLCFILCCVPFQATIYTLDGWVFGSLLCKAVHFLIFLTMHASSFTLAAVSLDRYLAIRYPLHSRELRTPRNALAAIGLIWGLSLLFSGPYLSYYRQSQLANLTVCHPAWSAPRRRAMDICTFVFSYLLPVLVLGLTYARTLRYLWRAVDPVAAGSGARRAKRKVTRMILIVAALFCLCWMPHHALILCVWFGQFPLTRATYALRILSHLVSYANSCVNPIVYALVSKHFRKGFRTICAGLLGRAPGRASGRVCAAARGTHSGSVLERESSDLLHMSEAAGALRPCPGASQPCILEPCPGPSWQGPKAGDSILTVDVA
E-sel TNF inh: blocks E-selectin expression induced by TNF alpha. HUVEC TNFa-induced E-selectin immunofluorescence, high content. inhibition, % at 2 µM. 0.71% of 120,000 active. AID 1246;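 active = inhibition above the batch mean plus 3 SD, and confirmed as a hit on visual image review, cut at about 43% in these data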;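 note: 0% = TNF-stimulated DMSO wells and 100% = unstimulated control wells; not every result past the cut was called active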
NPY-Y2 antag: blocks the human neuropeptide Y Y2 receptor; P49146; NPY-Y2 expressing cells, antagonist mode; inhibition, % at 2.7 µM; 0.99% of 140,000 active; AID 793; in the data active = inhibition above about 17%;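 note: 0% = vehicle with agonist challenge and 100% = reference antagonist with challenge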
Target sequence (P49146 whole entry, looked up): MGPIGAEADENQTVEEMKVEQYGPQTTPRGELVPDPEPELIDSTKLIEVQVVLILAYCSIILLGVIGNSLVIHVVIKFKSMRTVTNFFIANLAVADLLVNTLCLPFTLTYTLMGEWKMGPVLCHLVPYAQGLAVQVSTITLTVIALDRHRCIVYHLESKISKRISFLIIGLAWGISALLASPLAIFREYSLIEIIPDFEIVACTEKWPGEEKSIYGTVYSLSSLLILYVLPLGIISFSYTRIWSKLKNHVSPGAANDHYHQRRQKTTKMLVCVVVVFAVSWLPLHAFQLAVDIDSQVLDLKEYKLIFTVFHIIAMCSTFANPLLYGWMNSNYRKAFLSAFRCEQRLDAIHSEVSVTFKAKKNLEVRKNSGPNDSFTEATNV
Numbers without * were called inactive; . = not tested or not shown; & = joins results of further samples.

structure	BB579 growth dn	Phagocyt inh	Measles CPE	HCT116 PTEN-null	MRP1 act	Yeast lifespan up	HCT116 bCat-KO	GALR2 blocker	E-sel TNF inh	NPY-Y2 antag
CCN(CC(=O)N1CCN(c2ccccc2)CC1)S(=O)(=O)c1ccc(C)cc1	-2.2	-3.9	63.0*	85.9	-0.1	2.9	96.3	-1.5	.	2.5
Cc1nn(C)c(C)c1/C=N/N=C1\CCC2C3CCc4cc(O)ccc4C3CCC12C (stereo not given)	-14.8	2.1	4.5	6.4	-4.0	-6.2	3.1*	1.6	-63.2	-3.6
COc1cccc(N2C(=O)CC(N3CCC(C(N)=O)(N4CCCCC4)CC3)C2=O)c1 (stereo not given)	-38.6	.	14.9	91.6	-2.6	-6.7	94.8	-7.1	-18.5	0.9
Cc1ccc(Nc2nc(N3CCN(C)CC3)nc(N)c2[N+](=O)[O-])cc1C	-1.1	.	12.9	70.9	-2.5	-7.4	70.1	-2.1	.	3.4
Cc1nn(CC(=O)NCCc2ccc(Cl)cc2Cl)c(C)c1[N+](=O)[O-]	-22.1	-9.1	12.7	84.5	-2.6	-4.6	86.4	6.6	-11.8	1.9
O=C(O)C(c1ccccc1)C1(O)CCCC1 (stereo not given)	-49.1	-0.5	6.9	87.0	-0.2	-9.0	83.1	4.7	-1.4	-1.8
COc1ccccc1C1CC(=O)Nc2cc3c(cc21)OCCO3 (stereo not given)	-1.6	4.2	2.2	12.3	-5.3	-14.2	13.0	4.5	-39.7	3.7
Cn1c(SCC(N)=O)nnc1C1CCN(C(=O)NCc2ccccc2)CC1	-42.2	-1.8	14.7	102.7	-0.3	51.3	91.6	0.2	-17.0	3.4
Cc1cc(C)nc(N/N=C/C=C/c2ccccc2)n1	-7.7	-0.6	1.7	93.7	-0.4	-5.5	94.6	4.1	-3.5	2.3
COc1ccc(CCn2c(-c3cc([N+](=O)[O-])cc([N+](=O)[O-])c3)nc3nc4ccccc4nc32)cc1	-3.7	-13.4	0.8	83.4	-1.2	4.0	85.2	-10.0	.	1.5
O=C1c2ccccc2NC(c2cn[nH]c2-c2ccccc2)N1O (stereo not given)	-0.9	-4.9	18.8	63.2	-0.4	9.1	59.9	-0.2	.	-0.4
CCOC(=O)c1c(NCC2CCCO2)c2ccccc2[nH]c1=O (stereo not given)	-15.9	-0.6	3.6	91.5	-2.8	-2.2	104.2	-7.3	29.2	3.1
C/C=C/c1ccc(OCCOc2ccc(C=O)cc2)c(OC)c1	-44.2	-6.0	14.2	95.1	4.0	5.5	102.2	-11.2	.	1.4
CCOCc1nnc(NC(=O)c2c(OC)cccc2OC)s1	-48.9	.	12.5	99.9	0.0	-14.2	95.5	-6.5	6.1	2.6
Cn1c(=O)c2c(ncn2CCCc2ccccc2)n(C)c1=O	-13.2	-0.6	4.1	100.7&97.0	-0.8	-16.3	82.1	-0.8	-0.2	-1.0
CN(C)S(=O)(=O)c1ccc(S(=O)(=O)N(CC(=O)Nc2ccccc2)CC2CCCO2)cc1 (stereo not given)	-27.1	-1.0	10.2	99.0	0.1	-4.6	104.6	1.4	-15.7	-0.5
CCOc1ccccc1-n1c(COc2ccccc2)nnc1SCC(N)=O	-14.6	-0.3	4.1	94.5	0.8	-3.5	100.9	-20.8	1.1	-2.4
CCN(CC)c1ccc(NC(=O)COc2ccc(C#N)cc2)cc1S(=O)(=O)Nc1ccc(OC)cc1	-49.6	.	2.5	77.4	0.3	5.3	79.2	-0.5	.	2.2
c1ccc(COc2ccc(OCCCN3CCCC3)cc2)cc1	-0.5	4.0	22.8	89.5	-2.6	1.7	73.6	13.0	.	5.6
CCOC(=O)c1sc(NC(=O)CCCCl)nc1C	-36.0	4.3	26.4	108.9	0.4	-5.1	103.7	9.8	.	1.3
Cc1ccc(NC(=O)/C(=C\c2cccc([N+](=O)[O-])c2)NC(=O)c2cccs2)cc1	-65.8	.	4.9	10.4	-2.4	-4.6	28.9	0.5	-16.4	6.7
Cc1ccccc1CSCCC(=O)NCCC1=CCCCC1	-58.2	7.3	4.2	104.0	-1.4	3.6	89.7	5.1	4.1	4.9
COc1ccc(N2C(=O)c3ccccc3NC2c2ccc(OC)c(Cn3nnc4ccccc43)c2)cc1 (stereo not given)	-17.5	-6.2	5.8	67.8	0.7	-1.8	85.0	-1.1	.	3.6
O=C1CC(N2CCN(Cc3ccc4c(c3)OCO4)CC2)C(=O)N1c1cccc(Cl)c1 (stereo not given)	-8.9	-0.9	11.5	104.8	-1.6	-0.2	101.4	10.2	13.3	2.4
Cc1ccc(NC(=O)COC(=O)CN2CSCC2=O)cc1C	-1.5	-0.3	19.4	97.0	-1.5	-16.0	107.8	-8.6	4.4	-0.6
COc1ccc(N2CCN(C(=S)Nc3cccc(C)c3)CC2)cc1	-32.8	.	17.9	82.5	2.9	-9.0	91.5	4.5	5.4	-0.5
Cc1nn(C)c(C(=O)Nc2ccc(S(=O)(=O)NC34CC5CC(CC(C5)C3)C4)cc2)c1Br	-30.4	.	18.3	54.3	-7.5	.	47.6	4.4	0.7	-0.8
Cc1cc(SCC(N)=O)nc(SCC(=O)c2ccccc2)n1	-21.1	0.6	6.7	104.8	-1.0	-12.1	91.5	0.3	9.8	4.1
Cc1nc2oc(C(=O)c3ccc(Br)cc3)c(N)c2c2c1COC(C)(C)C2	-54.1	-0.2	9.1	70.2	-1.1	-6.4	62.5	2.4	.	1.2
CS(=O)(=O)N1CCCC(C(=O)NCCCN2CCc3ccccc3C2)C1 (stereo not given)	-32.9	-3.5	13.7	98.7	-2.4	1.7	98.2	-12.2	-3.1	5.0

Copied from the list.
COc1ccc(N2CCN(C(=S)Nc3cccc(C)c3)CC2)cc1 | HCT116 bCat-KO = 91.5
Cc1cc(SCC(N)=O)nc(SCC(=O)c2ccccc2)n1 | BB579 growth dn = -21.1

Other compounds.
structure	BB579 growth dn	Phagocyt inh	Measles CPE	HCT116 PTEN-null	MRP1 act	Yeast lifespan up	HCT116 bCat-KO	GALR2 blocker	E-sel TNF inh	NPY-Y2 antag
C/C(CC1CC(C)(C)OC1=O)=N/Nc1nc(-c2ccccc2)cs1 (stereo not given)	-0.7	1.5	17.1	84.8	1.9	-8.2	92.2	7.6	.	2.4
O=C(Cc1cccs1)N/N=C/C=C\c1ccco1	-30.4	-12.0	28.0	99.2	-1.5	-6.1	99.8	15.1	.	-1.6
CCCc1cc(=O)[nH]c(SCC(=O)N2CCN(c3ccc(F)cc3)CC2)n1	-18.5	-1.0	8.1	92.2	-0.9	-5.0	100.8	-0.4	-10.1	3.6
Cc1cc2n(n1)C(c1ccccc1)Nc1ccccc1-2 (stereo not given)	-24.8	-0.6	7.1	99.5	1.7	-28.9	92.4	-19.2	-23.9	3.0
CC(C)c1nc(N2CCOCC2)c(C#N)c2c1CCC2	3.6	-2.3	8.5	97.5	-1.2	-16.8	97.6	1.1	.	4.3
COc1ccc(NC(=O)c2oc3ccc(S(=O)(=O)N4CCC5(CC4)OCCO5)cc3c2C)cc1	-46.7	-0.3	13.0	26.6	-1.2	-13.3	36.1	22.8	10.2	2.6
Cc1cn(S(=O)(=O)c2ccc(Br)cc2)cn1	-14.0	-0.3	4.6	94.3	0.8	-2.3	99.0	-6.8	-12.1	2.4
O=C(CNC(=O)c1ccc(F)cc1)N/N=C/c1ccc(O)c([N+](=O)[O-])c1	-4.8	-6.9	18.9	88.7	0.7	-6.8	98.1	-4.1	.	1.0
CN(CC(=O)NCCC1=CCCCC1)S(=O)(=O)c1ccc2c(c1)CCC(=O)N2	-90.5	-0.4	2.3	105.3	-1.6	-2.1	89.6	-1.9	.	0.7
CC1(C)CC(=O)c2cnn(-c3nc4ccccc4[nH]3)c2C1	-49.9	2.2	4.3	98.0	-0.4	-10.7	113.3	10.4	9.8	1.7
O=C(N/N=C\c1ccc(CNS(=O)(=O)c2ccc(Cl)cc2)o1)C(=O)Nc1ccc(Oc2ccccc2)cc1	-18.4	-6.6	7.0	2.0*	-6.2	0.0	1.4*	-11.3	91.8*	1.7
CC(/C=C/c1cccs1)=C\C(=O)O	-3.5	.	3.3	96.3	-0.7	21.6	99.4	10.4	18.4	3.5
COc1ccc(C(CCN(Cc2ccc(OC)c(OC)c2)C(=O)CCl)c2ccccc2)cc1 (stereo not given)	-15.1	-0.1	0.8	1.5*	-6.7	20.0	1.9*	12.1	9.7	7.1
CCCCn1c(CN2CCN(c3cccc(Cl)c3)CC2)nc2c1c(=O)[nH]c(=O)n2C	-31.8	.	20.4	23.6	-6.1	.	17.9	-0.6	2.7	6.8
COc1cc(/C=N/NC(=O)CSc2nc3ccccc3n2C)cc(OC)c1OC	-39.8	0.3	10.3	91.6	-2.2	3.4	88.7	-11.9	6.7	0.4
Cc1ccc(C)c(NC(=O)CS(=O)(=O)c2cn(C)c3ccccc23)c1	-16.0	.	22.1	88.2	-1.5	.	83.3	4.4	-2.2	1.0
CC1(C)Cc2ccccc2-c2nnc(-c3cccc(O)c3)n21	3.4	-2.3	25.9	94.2	-3.2	-5.9	90.3	8.4	-31.1	0.9
Cc1ccccc1NC(=O)CC1SCCNC1=O (stereo not given)	-4.2	1.7	5.0	100.0	-1.0	-14.5	107.1	-7.6	-9.0	1.3
COc1ccc(S(=O)(=O)N(CCCN2CCOCC2)Cc2ccc(OC)c(OC)c2)cc1	-14.5	-2.4	3.3	88.0	-2.5	-7.8	85.8	-9.7	.	5.1
COC(=O)C(NNc1ccccc1)(NC(=O)c1ccc(F)cc1)C(F)(F)F (stereo not given)	-25.8	-2.4	5.2	73.7	-2.5	6.1	79.6	17.4	-21.1	0.7
Cc1cccc(C(C)(C)C)c1OCCCCN1CCCC1	-8.9	0.4	5.2	63.8	-4.1	-10.5	78.6	-1.1	-6.0	9.3
CC(C)(C)c1ccc(/C=N/NC(=S)NC2CCCCC2)cc1	-70.3	-1.7	12.8	31.2	-3.1	3.3	26.3	-0.1	-5.3	4.1
O=C(C1=C(O)C(=O)N(Cc2ccco2)C1c1ccccc1)c1cccs1 (stereo not given)	-17.4	.	6.8	89.7	-1.6	-13.2	100.7	5.3	-41.4	2.1
Cc1ccc(NC(=O)CSc2n[nH]c(-c3ccncc3)n2)cc1C	-33.9	-0.8	6.2	114.0	-0.9	-6.2	98.2	3.6	.	1.6
O=C(CC12CC3CC(CC(C3)C1)C2)NC(=S)NCc1ccccc1	-29.4	-9.5	7.5	81.7	-4.5	8.0	81.9	2.8	-33.9	5.0
CSc1ccccc1-c1nnc(-c2ccccc2)o1	-61.8	-0.1	9.2	76.4	-1.1	-13.1	83.9	12.4	30.8	8.0
